Mtb UGM inh – inhibitors of M. tuberculosis UDP-galactopyranose mutase; purified UGM, fluorescence polarization probe displacement; inhibition, % at 10 µM; 320,000 compounds, 0.06% hits; AID 504406; P9WIQ1; in the data active = inhibition above about 10%, passing the limit was not always enough
PfHsp40 rescue – compounds rescuing yeast from Plasmodium falciparum HSP40 toxicity | S. cerevisiae expressing PfHsp40, growth rescue, ATP luminescence | growth rescue, % at 12.5 µM | AID 504582 | 340,000 compounds, 0.68% hits; in the data active = growth rescue above about 28%, passing the limit was not always enough;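 note: yeast W303a lacking pdr1 and pdr3 grown in galactose medium; growth measured after three days at 30 °C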
BioA inh – inhibitors of Mycobacterium tuberculosis BioA enzyme; purified M. tuberculosis BioA enzyme, plate reader; inhibition, % at 9.99 µM; 360,000 compounds, 0.096% hits; in the data active = inhibition above about 40%
Y pestis TopoI – blocks Yersinia pestis topoisomerase I activity. Y. pestis Topo-I cleavage product accumulation, plate reader. activity, % at 10 µM. 360,000 compounds, 0.064% hits; in the data active = activity above about 50%, passing the limit was not always enough; note: inactives centre near 2
BH1578 lux ind – induces V. cholerae light production without autoinducers. V. cholerae BH1578 lux reporter, luminescence, 6 h. activation, % at 18.7 µM. 350,000 compounds, 0.16% hits. AID 588436; in the data active = activation mostly above about 9.7%, no sharp cut-off; note: not every result past the cut was called active; inactives centre near 0; reference of the scale not given here
GDH-TPI counter – GDH-TPI coupled enzyme inhibition counter-screen; GDH-TPI coupled enzyme counterscreen, NADH absorbance; inhibition, % at 4.8 µM; 360,000 compounds, 1.2% hits; in the data active = inhibition above about 30%;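 note: 0% = DMSO wells and 100% = wells lacking the enzyme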
Mtb FBA inh – inhibitors of M. tuberculosis fructose-bisphosphate aldolase. 360,000 compounds, 2.3% hits. P9WQA3. inhibition, % at 1 µM. purified M. tuberculosis FBA, fluorescence read-out. AID 588726; in the data active = inhibition above about 27%;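 note: 0% = vehicle and 100% = reference inhibitor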
TcdB inh – blocks C. difficile toxin B glycohydrolase activity. P18177. TcdB glycohydrolase enzymatic assay, plate reader. inhibition, % at 9.99 µM. 350,000 compounds, 0.24% hits; in the data active = inhibition above about 10%
FadD28 binding – inhibitors of Mycobacterium tuberculosis FadD28 bisubstrate binding; inhibition, % at 12.5 µM; 360,000 compounds, 0.22% hits; AID 588549; FadD28 bisubstrate probe binding, fluorescence polarization; in the data active = inhibition above about 8.5%, passing the limit was not always enough
* hit, by the source's call; i = inactive; · = not tested or not shown; & = joins results of further samples.

SMILES | Mtb UGM inh | PfHsp40 rescue | BioA inh | Y pestis TopoI | BH1578 lux ind | GDH-TPI counter | Mtb FBA inh | TcdB inh | FadD28 binding
CC1Cn2c(CCc3ccccc3)nnc2S1 (stereo not drawn) | -1.8 | -0.9 | 0.9 | 7 | -1.4 | 12 | 2 | · | 0.5
O=C(CCCN1C(=O)/C(=C\c2cccc(Br)c2)SC1=S)Nc1ccc(C(=O)O)cc1 | · | · | 2.4 | 12 | -10 | 11 | 0 | 0.5 | 1.3
CN(C)CCNc1nc2sc3c(c2c(=O)n1-c1ccc(F)cc1)CCCCC3 | 0.8 | -1.7 | · | -6 | -0.5 | 9 | 0 | 0.7 | -2.3
COc1ccc(-c2n(CC(=O)OC3CC(C)CCC3C(C)C)c3ccccc3[n+]2C)cc1 (stereo not drawn) | · | 0.1 | · | 5 | i | 4 | 3 | 0.5 | -2.5
O=C(NCc1cccc(Cl)c1)C1CCC(=O)N(CCCN2CCCC2=O)C1 (stereo not drawn) | 0.7 | 0.2 | 0.2 | -8 | · | -8 | -2 | -0.5 | -1.7
CC(=O)c1ccc(N2CCN(c3ncccn3)CC2)c([N+](=O)[O-])c1 | -2.3 | 0.8 | 67* | 3 | i | 18 | 0 | 1.7 | -2.7
CN(C)C(=O)CN(c1ccc(F)c(Cl)c1)S(C)(=O)=O | -1.2 | 1.4 | -1.5 | -5 | i | 10 | 0 | · | -1.1
COc1ccc(C(=O)N2CCC(C(=O)O)CC2)cc1 | 1.6 | -0.8 | -16 | -3 | -0.4 | -1 | 3 | · | -3.1
O=C(CCNC(=O)c1ccc([N+](=O)[O-])cc1)NC1CCCCC1 | · | 1.4 | -1.3 | 1 | i | 1 | -1 | 1.4 | -0.9
O=C(N1CCOCC1)N1CCN(S(=O)(=O)c2ccccc2)C1 | -0.8 | 0.4 | · | 0 | -0.7 | 14 | 1 | · | -2.1
N#Cc1ccccc1S(=O)(=O)N1CCN(Cc2cccs2)CC1 | · | · | -0.5 | 2 | -0.5 | 9 | 0 | 0.3 | -2.2
Cc1cc(C(=O)N2CCCC(N3CCN(c4cccc(Cl)c4)CC3)C2)nc(C)n1 (stereo not drawn) | 0.8 | 21 | 1.7 | 5 | -1.6 | 6 | 1 | 0.1 | -1.7

Among those listed so far, these contain fluorine:
SMILES | Mtb UGM inh | PfHsp40 rescue | BioA inh | Y pestis TopoI | BH1578 lux ind | GDH-TPI counter | Mtb FBA inh | TcdB inh | FadD28 binding
CN(C)CCNc1nc2sc3c(c2c(=O)n1-c1ccc(F)cc1)CCCCC3 | 0.8 | -1.7 | · | -6 | -0.5 | 9 | 0 | 0.7 | -2.3
CN(C)C(=O)CN(c1ccc(F)c(Cl)c1)S(C)(=O)=O | -1.2 | 1.4 | -1.5 | -5 | i | 10 | 0 | · | -1.1

Later entries:
SMILES | Mtb UGM inh | PfHsp40 rescue | BioA inh | Y pestis TopoI | BH1578 lux ind | GDH-TPI counter | Mtb FBA inh | TcdB inh | FadD28 binding
CC(=O)N1CCN(S(=O)(=O)c2cccc(C(=O)NCCC3=CCCCC3)c2)CC1 | · | 0.1 | -1.6 | -3 | -0.6 | 7 | 5 | 4.6 | 0.2
CC1=C(C(=O)OCc2cc(C)on2)N2C(=O)[C@@H](NC(=O)OCc3cc(C)on3)[C@H]2SC1 | 0.3 | 0.5 | 0.2 | 14 | -1.4 | 9 | 1 | -0.1 | -3.2
Cn1c(SCc2ccccc2F)nc2ccccc2c1=O | 0.5 | 0.6 | · | -7 | -0.9 | 14 | -4 | 0.6 | -0.1
N#C/C(=C\c1ccc(OCc2ccc(Br)cc2)cc1)C(=O)Nc1cccc(C(=O)O)c1 | -3.3 | -0.6 | 0.9 | 4 | i | -2 | 0 | 0.5 | -4.2
COc1ccc(N/C=C\C(=O)c2ccc3c(c2)OCO3)cc1 | 2.7 | -0.6 | -0.9 | -3 | 1.4 | 12 | 8 | · | 2.0
CCn1c(/C=C/N(C(C)=O)c2ccccc2)[n+](CCCS(=O)(=O)[O-])c2cc(Cl)c(Cl)cc21 | 1.1 | -0.1 | · | 5 | -0.6 | 14 | -1 | 0.3 | -1.7
C[C@H]1CN([C@@H](C)CO)C(=O)CCCn2nncc2CO[C@@H]1CN(C)C(=O)Nc1cccc2ccccc12 | · | · | 0.7&0.0 | -6 | -0.4 | 11 | 23 | -2.9&1.3 | 0.5
O=C(CC(=O)N/N=C\c1cccc(Cl)c1Cl)NCc1ccccc1 | -0.8 | 0.2 | 0.2 | 10 | -0.4 | 0 | 1 | 0.2 | -1.2
O=C(CCn1c(=S)oc2ccccc21)NC1CCCCC1 | 0.9 | 0.7 | · | -2 | -0.5 | -12 | 8 | 1.4 | -2.1
O=C(NCC(c1ccco1)N1CCc2ccccc21)c1ccccc1Br (stereo not drawn) | 3.4 | 0.1 | 0.5 | 6 | -1.8 | 4 | -3 | 1.5 | 0.9
CCOc1cc(C(=O)N2CCN(c3ccccn3)CC2)cc(OCC)c1OCC | -1.7 | 2.1 | 0.9 | 16 | i | 7 | 2 | 2.1 | 3.4
COc1ccc(-c2cccc(NC(=O)c3cccs3)c2)nn1 | -0.4 | 0.3 | 0.9 | 4 | -0.5 | 3 | -1 | -5.5 | -7.0

Results in BioA inh and TcdB inh (3 entries from above):
structure | BioA inh | TcdB inh
CC1=C(C(=O)OCc2cc(C)on2)N2C(=O)[C@@H](NC(=O)OCc3cc(C)on3)[C@H]2SC1 | 0.2 | -0.1
Cn1c(SCc2ccccc2F)nc2ccccc2c1=O | · | 0.6
N#C/C(=C\c1ccc(OCc2ccc(Br)cc2)cc1)C(=O)Nc1cccc(C(=O)O)c1 | 0.9 | 0.5

Random excerpt: two compounds from above.
SMILES | Mtb UGM inh | PfHsp40 rescue | BioA inh | Y pestis TopoI | BH1578 lux ind | GDH-TPI counter | Mtb FBA inh | TcdB inh | FadD28 binding
O=C(CCn1c(=S)oc2ccccc21)NC1CCCCC1 | 0.9 | 0.7 | · | -2 | -0.5 | -12 | 8 | 1.4 | -2.1
CC1Cn2c(CCc3ccccc3)nnc2S1 (stereo not drawn) | -1.8 | -0.9 | 0.9 | 7 | -1.4 | 12 | 2 | · | 0.5

Further records
SMILES | Mtb UGM inh | PfHsp40 rescue | BioA inh | Y pestis TopoI | BH1578 lux ind | GDH-TPI counter | Mtb FBA inh | TcdB inh | FadD28 binding
CCCCNc1ccc(C(CC(N)=O)NC(=O)c2ccccc2)cc1[N+](=O)[O-] (stereo not drawn) | 0.6 | -0.6 | 0.2 | 5 | -1.0 | -1 | -3 | · | -2.7
O=C(O)CC(Cc1ccc(Cl)cc1)C(=O)Nc1ccccc1 (stereo not drawn) | 2.9 | -0.5 | 0.2 | 6 | i | -1 | 1 | 0.5 | -3.5
CS(=O)(=O)Nc1cccc(-c2cn3c(n2)SCC3)c1 | -1.2 | -0.9 | 0.8 | -5 | i | 5 | 3 | -0.3 | -0.1
COc1ccc(C2C(C(=O)O)CCC(=O)N2c2ccc(C)cc2)cc1OC (stereo not drawn) | 1.7 | -1.6 | -0.4 | -3 | -0.4 | -15 | -2 | 1.9 | -2.6
COc1ccc2[nH]c3c(=O)n(Cc4ccco4)cnc3c2c1 | -1.0 | 0.6 | 0.1 | 5 | 11 | 8 | 97* | · | 0.0
Cn1nc(C(F)(F)F)c(/C=N/OC(=O)c2ccccc2Cl)c1SCc1ccccc1Cl | -4.8 | -0.6 | · | 35 | 5.8 | 13 | -1 | · | -3.6
O=C(CCNC(=O)c1ccc(Cl)cc1)Nc1ccccc1N1CCCCC1 | 1.6 | 2.4 | -0.5 | 40 | -3.4 | 7 | -2 | -0.1 | -2.1
C=CCn1c(CCNC(=O)c2ccc(Cl)c(Cl)c2)nnc1SCCOc1ccc(OC)cc1 | 0.6 | 5.6 | -0.2 | 16 | -2.6 | -11 | 1 | -1.1 | -9.8
CCn1c(SCC(=O)NCc2cccs2)nnc1-c1ccncc1 | 2.5 | -0.2 | -0.6 | 4 | -0.7 | 10 | -1 | 0.5 | -4.1
COc1cc(/C=C/C(=O)OCC(=O)c2c[nH]c3ccccc23)ccc1OC(F)F | -0.9 | 0.3 | · | 8 | -0.4 | -2 | 1 | 0.1 | -4.3
COc1ccc(N2CCc3c(C)nc(SC)nc32)cc1 | 0.7 | 1.2 | 1.0 | -7 | -0.2 | 0 | 3 | 0.2 | -2.3
CC(C)(C)c1cc(=O)[nH]c(SCc2ccccc2Cl)n1 | 0.1 | -0.4 | · | 36 | -0.4 | -6 | -1 | 0.7 | -3.7
COCc1nnc(NC(=O)C23CC4CC(CC(C4)C2)C3)s1 | · | -1.2 | -2.0 | 10 | i | 4 | -1 | -2.7 | 0.6
COc1ccc(C2CC(=O)c3cnc(N4CCN(Cc5ccccc5)CC4)nc3C2)cc1 (stereo not drawn) | -1.3 | -0.4 | -1.3 | 35 | -0.3 | 11 | -2 | · | 0.1
CCCC(=O)C1=C(O)C(C(=O)OC)C(C)(C)CC1=NC(C)C (stereo not drawn) | 0.8 | -2.4 | -0.1 | -1 | i | 2 | -2 | · | 0.1
O=C(N/N=C/c1ccc(O)c(O)c1)c1cc(-c2ccccc2)nc2ccccc12 | 0.5 | -0.9 | -0.9 | -15 | 0.5 | 18 | -5 | -0.6 | -8.3
CCOC(=O)c1ccc(Nc2cc(C)nc(C)c2C(=O)OCC)cc1 | 1.0 | -1.2 | 3.1 | 26 | -5.3 | 20 | -1 | · | -0.2
O=[N+]([O-])c1ccc2nc(SCc3ccccc3Cl)sc2c1 | -1.3 | 1.1 | -1.8 | 2 | -0.9 | 15 | 0 | · | 0.2
O=C(c1ccc(Cl)cc1)C1CCN(C(=O)C2CC2)CC1 | 1.1 | -1.2 | · | 3 | 1.3 | -8 | 3 | · | 0.8
O=C(CNc1ccc2ccccc2c1)N/N=C/c1ccncc1 | -1.0 | -1.3 | 10 | -12 | -0.2 | 2 | 3 | 0.0 | 0.0
Cc1ccc(-n2nnnc2CNC(=O)C2CC(=O)N(c3ccccc3)C2)cc1C (stereo not drawn) | -1.5 | 6.4 | -2.1 | -5 | i | 1 | -5 | 2.5 | -3.6
COc1ccccc1N1CCN(CC(=O)Nc2ccc(CN3CCCCC3)cc2)CC1 | 0.6 | 0.3 | · | 9 | -1.4 | 5 | 3 | · | -0.7
O=C(O)c1cccc(NC(=O)c2cc(-c3cccc(Cl)c3)nc3ccccc23)c1 | 2.5 | · | · | 3 | -0.4 | 12 | 0 | 1.3 | -7.0
Cc1ccccc1NC(=O)CCS(=O)(=O)c1cccc2nonc12 | 0.9 | -0.5 | -1.8 | 2 | -0.5 | 9 | 1 | 0.2 | -2.0
O=S(=O)(c1ccc2c(c1)OCCO2)N1CCC(c2nc3ccccc3[nH]2)CC1 | -0.6 | 1.0 | · | 7 | i | -9 | 1 | · | -1.3
COc1cc(NS(=O)(=O)c2cc(C)ccc2OC)c(OC)cc1Cl | -1.4 | 0.7 | -0.1 | 4 | i | -3 | -4 | · | -8.1
CCN(C(=O)COC(=O)c1cccnc1SC)C1CCCCC1 | -3.1 | 1.6 | -0.4 | 4 | i | 1 | 0 | 15* | ·
CCOC(=O)C1CCN(C(=O)CSC2=NCCS2)CC1 | -3.2 | 0.3 | 0.9 | 12 | · | 3 | 1 | · | -1.6
Nc1c(C(=O)CSc2nc3ccccc3o2)c(=O)[nH]c(=O)n1C1CC1 | 0.9 | -1.1 | 0.1 | 5 | -0.6 | 8 | 5 | 1.3 | -0.2
CC(C)NC(=O)NC(=O)COC(=O)c1cc[n+]([O-])cc1 | 0.2 | 1.5 | -1.7 | 0 | i | -6 | -2 | 2.7 | 0.3
COc1ccc(C(=O)NCc2csc(C(C)C)n2)cc1OC1CCN(C(C)=O)CC1 | -0.7 | -0.6 | 2.2 | 4 | i | -9 | 1 | -0.4 | 1.0
COc1ccc(-n2cnnc2SCC(=O)Nc2ccc(C(N)=O)cc2)cc1 | -0.3 | -0.4 | 0.0 | 1 | 5.6 | 21 | 2 | 2.2 | -1.5
COc1ccc(N/C=C(\[N+](=O)[O-])S(=O)(=O)c2ccccc2)cc1 | -1.5 | -0.6 | 0.2 | -15 | 5.6 | -2 | 1 | -1.3 | -3.9
COc1ccc(N/C=C(\C#N)S(=O)(=O)c2ccc(OC)cc2)cc1 | 2.7 | -0.5 | -1.4 | -1 | -0.6 | 13 | 1 | 1.0 | ·
CSCCC(NC(=O)c1ccc(C(C)(C)C)cc1)C(=O)O (stereo not drawn) | -0.3 | -1.3 | · | 5 | i | 0 | 0 | 1.2 | -2.2
CC(C)C(=O)Nc1csc(C(F)(F)F)c1-c1ccccc1 | -3.4 | -1.1 | · | -8 | -0.1 | -8 | 2 | -0.6 | -2.2

Bioassay records (PubChem)
